Assay outcomes deposited in PubChem by National Center for Advancing Translational Sciences (NCATS).
GLP1R cytotox = qHTS of GLP-1 Receptor Inverse Agonists: Cytotox Screen; HEK293 cAMP-luciferase reporter cells, luminescence, 24 h; Potency, µM (series often up to 38.3 µM), without a hit: at the top dose activity change, negative = inhibition, actives largely listed as inhibitors; actives 0.13% (n = 410,000); AID 624418, 2012;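 further: loss of luciferase light is scored as toxicity; on the % scale 0 is the no-effect control and ±100 the full control effect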
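A 23 nL compound transfer followed 12 hours of cell culture at 37 deg C; exposure then lasted 24 hr. Luciferase assay detection reagent was dispensed and plates read for luminescence after a 12 min room-temperature wait.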
GLP1R inv ag = qHTS of GLP-1 Receptor Inverse Agonists (Inhibition Mode); Potency, µM (series often up to 38.3 µM), without a hit: at the highest dose activity change, negative = inhibition, hits mostly inhibitors; HEK293 GLP-1R CRE-luciferase, luminescence, 24 h; GLP-1R form is constitutively active; Glucagon-like peptide 1 receptor (Homo sapiens), P43220; actives 1.6% (n = 410,000); further: on the % scale 0 is the no-effect control and ±100 the full control effect; nearly all actives have a fitted effect of over 55% in size
Target sequence (P43220 whole entry, looked up): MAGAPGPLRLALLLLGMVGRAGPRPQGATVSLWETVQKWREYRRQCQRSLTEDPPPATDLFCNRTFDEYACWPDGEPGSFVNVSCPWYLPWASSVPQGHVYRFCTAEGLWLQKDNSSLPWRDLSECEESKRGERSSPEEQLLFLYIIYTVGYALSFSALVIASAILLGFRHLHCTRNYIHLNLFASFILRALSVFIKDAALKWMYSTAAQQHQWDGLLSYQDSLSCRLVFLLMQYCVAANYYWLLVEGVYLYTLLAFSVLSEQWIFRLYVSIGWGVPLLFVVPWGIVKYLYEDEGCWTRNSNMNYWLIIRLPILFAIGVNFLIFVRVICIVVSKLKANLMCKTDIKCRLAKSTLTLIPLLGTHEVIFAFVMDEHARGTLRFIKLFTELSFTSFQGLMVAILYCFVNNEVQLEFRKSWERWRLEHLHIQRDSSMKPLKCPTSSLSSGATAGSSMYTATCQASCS
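Inverse agonism was detected as reduced cAMP-driven luciferase luminescence after 24 h compound treatment. The cells were HEK293 clones expressing constitutively active human GLP-1R with the reporter. Reporter-only and GPR119 cell lines served as counterscreen controls.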
TDP43 rescue = qHTS of TDP-43 Inhibitors; TDP-43 expressing yeast growth rescue, BacTiter-Glo, 24 h; Potency, µM (series often up to 46.1 µM), inactives show at the top dose growth rescue (activation), actives largely listed as activators; actives 1.8% (n = 410,000); further: % of control where 0% means no effect; nearly all actives have a fitted effect of over 50% in size
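Galactose-induced TDP-43 yeast, OD600=0.02, compound pinned; 24 hr, 30 deg C; BacTiter-Glo luminescence for growth. Inhibitors of TDP-43 toxicity read as activators.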
SW480 rereplic = A quantitative high throughput screen for small molecules that induce DNA re-replication in SW480 colon adenocarcinoma cells. SW480 DNA re-replication, Hoechst DNA content imaging, 48 h. Potency, µM (titrated, usually from 46.1 µM), for the others: top-dose re-replication activation, hits mostly activators. actives 1.8% (n = 340,000); further: % of control where 0% means no effect; nearly all actives have a fitted effect of over 55% in size
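Per well, 250 cells were exposed to pinned compound for 48 hr. Nuclear DNA was visualised with Hoechst (40 min, 37 C) and total object intensity recorded by fluorescence scanning.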
KB-V1 cytotox = qHTS assay for MDR1-selective chemotherapeutics: Primary screen using the drug-selected MDR subline cells KB-V1; KB-V1 MDR cells viability, CellTiter-Glo, 72 h; Potency, µM (top dose mostly 46.1 µM), for inactives: top-dose activity change, negative = cytotoxicity, most hits filed as cytotoxic; actives 3.4% (n = 400,000); AID 1347076, 2019; further: on the % scale 0 is the no-effect control and ±100 the full control effect; nearly all actives have a fitted effect of over 60% in size
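qHTS viability screen in drug-selected KB-V1 MDR cells: 72 h compound treatment at 37 degrees C, ATP luminescence end point.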
KB-3-1 tox = qHTS assay for MDR1-selective chemotherapeutics: Primary screen using the parental adenocarcinoma cell KB-3-1 | KB-3-1 viability, CellTiter-Glo ATP luminescence, 72 h | Potency, µM (series often up to 46.1 µM), without a hit: at the highest dose activity change, negative = cytotoxic, actives largely listed as cytotoxic | actives 1.4% (n = 400,000) | AID 1347075, 2019; further: on the % scale 0 is the no-effect control and ±100 the full control effect; nearly all actives have a fitted effect of over 60% in size
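Cytotoxicity measured as CellTiter-Glo luminescence after 72 h at 37 C. Compound titrations were pinned onto drug-naive KB-3-1 parental adenocarcinoma cells grown in DMEM with 10% FBS, and normalized data fitted to concentration-response curves.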
HT1080 IDH1KD tx = qHTS for induction of synthetic lethality in tumor cells producing 2HG: qHTS for the HT-1080-IDH1KD cell line; HT-1080 IDH1 knockdown viability, ATP luminescence, 48 h; actives 2% (n = 360,000); AID 686971, 2013; Potency, µM (top dose mostly 46.1 µM), for inactives: at the highest dose activity, negative = toxicity, actives largely listed as cytotoxic;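 further: 0% = DMSO wells and -100% = cell-free medium wells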
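Assay cells: HT-1080 with IDH1 knockdown, 750 per well, RPMI/5% FBS. Exposure: 48 h at 37 °C following 2 h pre-incubation. Read: CellTiter-Glo luminescence; fitted concentration-response, curve class assigned.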
HT1080NT lethal = qHTS for induction of synthetic lethality in tumor cells producing 2HG: qHTS for the HT-1080-NT fibrosarcoma cell line | Potency, µM (highest dose often 46.1 µM), inactives show top-dose activity, negative = less viability, actives largely listed as cytotoxic | AID 686970, 2013 | actives 1.6% (n = 360,000) | HT-1080-NT fibrosarcoma viability, CellTiter-Glo ATP luminescence, 48 h;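 further: NT is the 2HG producing partner of a matched IDH1 knockdown line; 0% = DMSO-treated cells and -100% = media-only wells without cells; nearly all actives have a fitted effect of over 55% in size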
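Read-out is CellTiter-Glo luminescence after 10 minutes at room temperature, following 48 hours' compound treatment of HT-1080-NT cells (750 cells/well, RPMI, 5% FBS, 37 degrees C).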
GLP-1R agonist = qHTS of GLP-1 Receptor Agonists. AID 624172, 2012. Potency, µM (doses to about 45.6 µM), inactives show at the highest dose activation, hits mostly activators. HEK293 GLP-1R CRE-luciferase, luminescence, 4-6 h; cells express a hypersensitive GLP-1R form. actives 0.007% (n = 380,000). Glucagon-like peptide 1 receptor (Homo sapiens), P43220; further: % of control where 0% means no effect
Active calls of the source: *; ? = inconclusive; · = not tested or not shown; & = joins results of further samples; [ ] = another dose, or the depositor's remark. The call rests on the fitted dose curve; in most records, active means well fitted curve in the direction sought with a large enough effect; inconclusive means small, poorly fitted or top-dose-only effect, or another doubt; inactive means no such curve, though single readings can be large; an effect the other way counts as inactive or inconclusive. Potency means the concentration at half of the fitted maximal effect.

Each structure is followed by: GLP1R cytotox | GLP1R inv ag | TDP43 rescue | SW480 rereplic | KB-V1 cytotox | KB-3-1 tox | HT1080 IDH1KD tx | HT1080NT lethal | GLP-1R agonist
1) CCN1CCN(Cc2ccc(NC(=O)c3ccc(C)c(NC(=O)c4cncc(-c5cccs5)c4)c3)cc2C(F)(F)F)CC1
    ? | ? | 18% | ? | ? | ? | 18µM* | 21µM* | -26%
2) O=C(Nc1ccccc1)c1nn(-c2ccccc2)c(=O)cc1C(F)(F)F
    2% | 2% | 14% | -5% | -1% | -1% | 17% | 11% | -9%
3) COc1ccc(CC(=O)Nc2cccc(C(=O)NN3C(=O)c4ccccc4C3=O)c2C)cc1
    11% | 5% | 2% | -143%[inhibitor] | ? | ? | -17% | -5% | -2%
4) COc1ccccc1N1CCN(C(=O)c2ccc(CS(=O)c3ccccc3C)o2)CC1 (stereo not given)
    -24% | ? | -3% | · | ? | -24% | · | · | 0%
5) Cc1ccc(-n2nc(-c3ccc(F)cc3)c3cnc4cc5c(cc4c32)OCO5)cc1C
    3% | 8% | 23% | · | -10% | 3% | · | · | 0%
6) COc1ccc(Nc2cc(=O)oc3ccccc23)cc1
    6% | ? | -25% | 5.2µM* | ? | 4.1µM* | 5.8µM* | 7.3µM* | -15%
7) CC(C(=O)O)c1ccc(CC2CCCC2=O)cc1 (stereo not given)
    8% | 12% | 13% | -3%&1% | 18% | 0% | 3% | 19% | 8%&-5%
8) Cc1cccc(Oc2nc3ccccn3c(=O)c2/C=C(\C#N)c2nc3ccccc3s2)c1C
    -11% | 14% | 20% | · | 3% | ? | · | · | ·
9) Cc1ccc(C)c(C(O)c2ncc(-c3cccc(F)c3)[nH]2)c1 (stereo not given)
    -4% | ? | 16% | · | 6% | 0% | 23% | 26% | 1%
10) O=C(COc1ccccc1C(=O)O)Nc1cccc2ccccc12
    4% | 11% | 2% | -10% | 16% | 4% | 9% | 1% | -2%
11) C=CCNc1nc2c(c(=O)n(C)c(=O)n2C)n1CC
    2% | 8% | 15% | 0% | 0% | 7% | 4% | 3% | 9%
12) COc1ccc(NC(=O)Nc2cccc3c2O[C@H](CN(C)C(=O)Nc2c(C)noc2C)[C@@H](C)CN([C@H](C)CO)C3=O)cc1
    -32% | 28% | 12% | 3% | 10% | 15% | 9% | 11% | -1%
13) O=C(O)CSC1=NC(=Nc2ccc(Cl)cc2)C2(CCCCC2)N1c1cccc(C(=O)O)c1
    -3% | 20% | 12% | -5% | 26% | 8% | 8% | 7% | -3%
14) COn1c(=O)c(-c2ccccc2)[n+]([O-])c2ccccc21
    14% | 39%[activator] | -26% | -1% | 13% | -3% | 11% | 7% | 13%
15) Cc1cccc(NC(=O)Cc2ccc(F)cc2)c1
    5% | -2% | 5% | 1% | 12% | -2% | 9% | 5% | 9%
16) O=C(COC(=O)c1ccccc1-c1nc2ccccc2s1)NC1CCS(=O)(=O)C1 (stereo not given)
    0% | 1% | -12% | · | -14% | 0% | 6% | 8% | 26%
17) CC(C)(C)C(=O)OCc1cc(=O)n2nc(C3CC3)sc2n1
    -8% | 15% | 2% | · | 27% | -1% | · | · | ·
18) CCc1ccccc1NC1=NCC(=O)N1Cc1ccccc1
    -6% | ? | 6% | -1% | 6% | -6% | 5% | 0% | 3%
19) CCCN1CCC(=O)N(CCO)CC1
    -5% | 6% | 14% | -14% | 22% | 23% | 5% | 0% | -1%
20) COc1cc(OC)cc(C(=O)NNC(=O)NC2CCCCC2)c1
    6% | 1% | -3% | -12% | 26% | 17% | 0% | 2% | -7%

Continued (2 carried over from the part before).
Each structure is followed by: GLP1R cytotox | GLP1R inv ag | TDP43 rescue | SW480 rereplic | KB-V1 cytotox | KB-3-1 tox | HT1080 IDH1KD tx | HT1080NT lethal | GLP-1R agonist
19) CCCN1CCC(=O)N(CCO)CC1
    -5% | 6% | 14% | -14% | 22% | 23% | 5% | 0% | -1%
20) COc1cc(OC)cc(C(=O)NNC(=O)NC2CCCCC2)c1
    6% | 1% | -3% | -12% | 26% | 17% | 0% | 2% | -7%
21) COc1ccc(C(=O)COC(=O)[C@H](C)Nc2ccc(C(F)(F)F)cc2[N+](=O)[O-])c(OC)c1
    -9% | 7% | 17% | -6% | ? | 30% | 6% | 6% | -10%
22) Nn1c(SCC(=O)Nc2ccc3c(c2)OCCO3)nnc1-c1ccncc1
    -3% | 11% | 14% | -3% | ? | 14% | 2% | 5% | -2%
23) COc1cc(CN(C(=O)c2ccc(OC(C)C)cc2)c2ccccn2)cc(OC)c1OC
    5% | ? | 13% | · | -17% | -9% | · | · | ·
24) Cc1cccc(C2=Nc3ccccc3N=C(c3cc(Cl)ccc3O)C2)c1
    9% | 0% | 6% | · | 11% | 0% | · | · | ·
25) CCn1c(-c2ccccc2)csc1=Nc1ccc(O)cc1
    -2% | -11% | 0% | 4% | -5% | -24% | -15% | -6% | 18%
26) O=C(O)CC1(CC(=O)Nc2cc(C(F)(F)F)cc(C(F)(F)F)c2)CCCCC1
    ? | ? | 2% | ? | -24% | 7% | ? | ? | 7%
27) O=C(CN1C(=O)NC2(CCCC2)C1=O)OCCOc1cccc(Br)c1
    -1% | ? | -2% | ? | 18% | 0% | -7% | -4% | 1%
28) Cc1ccc(CNS(=O)(=O)c2ccc3[nH]c4c(c3c2)CCCC4)cc1
    -10% | ? | 0% | · | 0% | 5% | · | · | ·
29) CC(=O)SCCC(=O)Nc1ccccc1
    5% | 6% | ? | -9% | -19% | 0% | -10% | 4% | -11%
30) CCN(CC)CCNC(=O)/C(=N\O)c1ccccn1
    5% | 6% | 9% | ? | 2% | 0% | 10% | 15% | -2%
31) Cc1cc(C)c(S(=O)(=O)N2CCCC(C(=O)NCc3cccnc3)C2)c(C)c1 (stereo not given)
    8% | -2% | 11% | -8% | · | · | -13% | -5% | 3%
32) CCOc1ccc(S(=O)(=O)Nc2ccc3c(c2)CCCN3C(=O)c2cccs2)cc1
    -3% | -5% | 0%[9.22 µM] | · | -6% | -20% | · | · | ·
33) COc1ccc(C(=O)OCC(=O)N2c3ccccc3CC2C)cc1S(=O)(=O)N1CCOCC1 (stereo not given)
    4% | -7% | 12% | · | 0% | 4% | 12% | 7% | -3%
34) COc1cccc(CC(=O)NNC(=O)c2c(-c3ccccc3)noc2C)c1
    -9% | -25% | 12% | -30% | 0% | 2% | 5% | 2% | -2%
35) Clc1cccc(CSc2ccc(-c3cccs3)nn2)c1
    5% | ? | -28% | · | 0% | ? | · | · | ·
36) Cc1cc(C)cc(NC(=O)COC(=O)Cn2cnc3c2c(=O)n(C)c(=O)n3C)c1
    5% | 22% | 1% | -5% | -21% | -22% | -2% | -1% | -2%
37) COc1ccc(C)cc1NS(=O)(=O)c1ccc2c(c1)N(C)CCO2
    -4% | ? | 27% | -6% | 9% | -17% | -6% | 4% | 12%
38) O=C(Cn1ncc2c([nH]c3ccccc32)c1=O)N1CCN(c2ccccc2F)CC1
    -21% | -1% | 0% | 1% | 9% | 1% | 3% | 8% | -4%
39) O=C(Nc1cccc2ccccc12)C1CCN(C(=O)NCc2ccccc2)CC1
    -12% | -34% | -7% | -5% | -7% | -6% | 0% | -6% | -4%
40) Cc1ccc(S(=O)(=O)N2CCN(C(=O)Cn3nc(C)c([N+](=O)[O-])c3C)CC2)cc1
    1% | -18% | -5% | -27% | -4% | -11% | 0% | -5% | 3%
41) O=[N+]([O-])c1cc(-c2ccccc2)cc([N+](=O)[O-])c1O
    ? | ? | -94%[inhibitor] | 2% | 21µM* | 16µM* | ? | 18µM* | 0%
42) Cc1cc(C(=O)NCC(=O)OCC(=O)N2CCCCCC2)ccc1[N+](=O)[O-]
    4% | 1% | 1% | 0% | 1% | 10% | 14% | 8% | 2%
43) Cc1oc(C)c(C(=O)O)c1COc1ccc(C(=O)O)cc1
    0% | 0% | -22% | ? | -4% | 0% | 0% | 0% | 0%
44) CCCC(=O)Nc1cc2c(cc1C(C)=O)OCCO2
    1% | 4% | 29% | 0% | 3% | 4% | 7% | 2% | 1%
45) COc1ccc(-c2nc3ccccc3c(=O)n2CCOc2cccc(C)c2C)cc1
    3% | -3% | 16% | 3% | 9% | 4% | 1% | 0% | 4%
46) CC1=C(c2ccc(C)c(C)c2)S(=O)(=O)N=C1N1CCC(C(=O)NC(C)c2ccccc2)CC1 (stereo not given)
    -2% | -32% | 0% | · | 8% | ? | · | · | ·
47) O=S(=O)(c1ccc(C(F)(F)F)cc1)N1CCN(CCOc2ccccc2)CC1
    3% | ? | -3% | -20% | -5% | -3% | -16% | -15% | 11%
48) CCOc1ccc(OCCN2C(=O)NC3(CCCc4ccccc43)C2=O)cc1 (stereo not given)
    -20% | ? | 35µM* | -3% | 1% | -4% | -13% | -7% | 6%
49) CCOc1ccccc1C(=O)NC(C(=O)NCc1ccc(F)cc1)C(C)C (stereo not given)
    10% | ? | 5% | -1% | ? | 13% | -4% | -4% | 5%
50) CCOC(=O)c1c(-c2ccccc2)c(C(C)=O)c(=O)n(C)c1C
    -1% | 20% | 6% | -6% | -10% | 1% | 11% | 10% | -3%
51) CC(C)(C)N(NC(=O)Nc1ccc(Cl)cc1)C(=O)c1ccccc1
    0% | ? | 11% | -3% | -12% | -7% | -10% | 0% | -13%
